High-throughput results (PubChem)
14-3-3g Raf: modulators of 14-3-3 gamma protein binding, primary screen, biochemical, fluorescence polarization; FP, 14-3-3gamma / TMR-pS259-Raf peptide binding; inhibition, % at 40 µM; AID 422, 2006; 0.19% of 160,000 active; in the data active = inhibition above about 30%;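 also: 0% = protein plus tracer without compound and 100% = blank with tracer alone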
Target sequence (P61981 whole entry, looked up): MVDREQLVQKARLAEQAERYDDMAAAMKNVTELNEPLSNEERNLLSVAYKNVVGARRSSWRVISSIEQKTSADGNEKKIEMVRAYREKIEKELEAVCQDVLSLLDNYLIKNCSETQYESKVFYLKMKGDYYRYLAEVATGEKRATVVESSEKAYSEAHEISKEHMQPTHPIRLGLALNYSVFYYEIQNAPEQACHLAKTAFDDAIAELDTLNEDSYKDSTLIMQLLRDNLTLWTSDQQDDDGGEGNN
* marks the source's active call; other numbers are inactive results; & = joins results of further samples. This is a subset, so the mix of outcomes need not match the whole.

14-3-3g Raf,mol
-1&-3,O=C(c1noc2c1CCCC2)N1CCN(c2ccccc2)CC1
-43,COc1ccc(-n2cnc3cc(C(=O)NCC4CCCO4)ccc32)cc1 (stereo unspecified)
-8,CCc1ccccc1NC(=O)c1c(NC(=O)c2cccs2)sc2c1CCCC2
-8&2,COCCn1c(SCCN2CCOCC2)nc2c1c(=O)[nH]c(=O)n2C
1,O=C(COc1ccccc1)N1CCN(c2ncnc3c2cnn3-c2ccccc2)CC1
2,c1ccc2c(Cn3ccnc3)c[nH]c2c1
-3,C[C@H](C(=O)O)c1n[nH]c(=O)c2ccccc12
-2,CC(=O)c1ccc(NC(=O)c2ccc3c(c2)C(=O)N(c2cccc4ccccc24)C3=O)cc1
0,COc1cc(-n2c(=O)c3ccccc3n(Cc3cccc([N+](=O)[O-])c3)c2=O)cc(OC)c1OC
-32,COc1ccccc1NC(=O)CSc1oc(-c2ccc(F)cc2)nc1S(=O)(=O)c1ccccc1
-4,CCOC(=O)C1=C(C)NC(=O)NC1c1ccccc1OC (stereo unspecified)
-23,Cc1cc(C)c2c(N)csc2n1
-6,O=C1C2CC(O)CN2C(=S)N1c1ccccc1 (stereo unspecified)
0,Fc1ccc(CN(C2=NCCN2)c2c(Cl)cccc2Cl)cc1
2,Cc1ccc(Cl)cc1N1CCN(S(=O)(=O)c2c(C)n[nH]c2C)CC1
3,COc1cc(C2NC(C(=O)O)Cc3c2[nH]c2ccccc32)cc(OC)c1OC (stereo unspecified)
0,CCCCn1c(=NC(=O)C(C)(C)C)c(C(=O)OCC)cc2c(=O)n3ccccc3nc21
-3,O=C(NC1CCCC1)C(c1ccncc1)N(Cc1cccs1)C(=O)c1csnn1 (stereo unspecified)
-26,N#CCCCSc1ncccc1-c1nc2ccccc2[nH]1
-3,COC(=O)C1=C(C)NC2=C(C(=O)CCC2)C1c1cccc([N+](=O)[O-])c1 (stereo unspecified)
-4,CCOC(=O)c1ccc(CN(Cc2ccncc2)S(=O)(=O)c2ccc([N+](=O)[O-])cc2)cc1
-6,Clc1cccc(Cl)c1NC1=NCCN1
-5,CCOC(=O)c1cccc(NC(=O)Cn2cnc3c2c(=O)n(C)c(=O)n3C)c1
-3,Cc1cc(C)n(-c2ccc(C(=O)OCC(=O)NCc3ccco3)cc2)n1
1,c1cncc(-c2nnc(-c3ccco3)o2)c1
-2,CCOC(=O)N1CCN(c2c(Nc3cc(C)[nH]n3)c(=O)c2=O)CC1
-42,CCOC(=O)c1[nH]c2cc3[n+](c(CC(C)C)c2c1C)C(C)C(C)=C3C (stereo unspecified)
-2,CC1CCc2c(sc3nc[nH]c(=S)c23)C1 (stereo unspecified)
-9,O=C(CSc1nnc(COc2ccccc2)n1Cc1ccco1)NCc1ccco1
-1,Cc1ccc(NC(=O)N(CCC(C)C)C(C)c2ccccn2)cc1C (stereo unspecified)
-6,COc1cccc2cc(-c3nnc(Nc4ccccc4F)s3)c(=O)oc12
-2,O=c1ccnc(SC=Cc2ccccc2)[nH]1
-14,CC(C)N(C1=C(C(=O)c2ccccc2)N(CC(=O)c2ccc([N+](=O)[O-])cc2)S(=O)(=O)c2ccccc21)C(C)C
0,CC(=O)N(C)c1ccc(NC(=O)c2ccccc2C(=O)O)cc1
-13,Cc1ccc(N2CCN(c3ccc(C(=O)O)cc3[N+](=O)[O-])C(C)C2)cc1 (stereo unspecified)
-7,CCc1ccccc1NC(=O)c1ccc(N2CC(C)CC(C)C2)c([N+](=O)[O-])c1 (stereo unspecified)
-4,CC1CC(C)CN(c2ncc3c(n2)CC(c2ccc(Cl)cc2)CC3=O)C1 (stereo unspecified)
4,CCOC(=O)C1=C(c2ccccc2)NC(=S)NC1c1cc(Br)c(OC)cc1OC (stereo unspecified)
-3,COc1ccc(C2(NC(C)=O)CCN(C(=O)CCC(=O)O)CC2)cc1
-1,COc1ccc(N(C(C)=O)S(=O)(=O)c2cc(OC)ccc2OC)cc1
1,CC(=O)N1CCCc2cc(S(=O)(=O)Nc3ccccc3C)ccc21
-8,O=C(Nc1ccc2c(c1)OCO2)c1ccc(Br)s1
-4,COC(=O)c1ccccc1NC(NC(=O)c1ccco1)C(=O)c1ccccc1 (stereo unspecified)
2,Cc1cc(C)cc(NC(=O)CSc2nc3c(c(=O)n2-c2ccc(Cl)cc2)SCC3)c1
-4,COc1cc(=O)n(C)c2c(OCC(O)C(C)(C)O)cccc12 (stereo unspecified)
3,Cn1c(=O)c2c(nc(Sc3ncccn3)n2Cc2ccc(Cl)cc2)n(C)c1=O
-14,Cc1ccc2oc(-c3cccc(NC(=O)c4cc([N+](=O)[O-])ccc4Br)c3C)nc2c1
-11,COCc1cc(=O)[nH]c(SCC(=O)Nc2ccc(OC)cc2)n1
-9&-28,COc1ccccc1NC(=O)CCN1C(=O)C2CC=C(Cl)CC2C1=O (stereo unspecified)
-3,O=S(=O)(Nc1ccc(F)cc1)N1CCCCCC1

(more compounds)
14-3-3g Raf,mol
-60,COc1ccc(N2CCN(c3cc(NCCCC(=O)O)c4c5c(onc35)-c3ccccc3C4=O)CC2)cc1
-1,O=C(O)CC1=C(O)C(=O)N(c2ccccc2)C1c1ccccc1 (stereo unspecified)
2,COC(=O)CC1=C(C)C(=O)CC2C(C)(C)CCCC12C (stereo unspecified)
-6,CCOc1ccc(OCC)c(NC(=O)CN(C)S(=O)(=O)c2cccc3nsnc23)c1
27,CCC(=O)N1CCc2cc(S(=O)(=O)NC(C)(C)C)ccc21
-2,COc1ccc(OCC(=O)Nc2ccc(S(=O)(=O)Nc3onc(C)c3C)cc2)cc1
-11,CCN(CC)CCN1C(=O)C(=O)/C(=C(/O)c2ccc(OC)cc2)C1c1ccco1 (stereo unspecified)
-115,CCC(Oc1ccccc1)C(=O)Nc1cccc2c1C(=O)c1ccccc1C2=O (stereo unspecified)
1,Cn1c(=O)n(CCOc2ccc([N+](=O)[O-])cc2)c2ccccc21
-27,COc1cccc(C2C(C(=O)c3cc4ccccc4o3)=C(O)C(=O)N2c2cc(C)on2)c1OC (stereo unspecified)
-4,CC(C)CC(NS(=O)(=O)c1ccc2c(c1)oc(=O)n2C)C(=O)NCc1cccnc1 (stereo unspecified)
5,Cc1ccc(C(=O)Nc2ccccc2)cc1S(=O)(=O)N1CCOCC1
-18,Cc1sc(NC(=O)c2ccccc2C(=O)O)nc1-c1ccccc1
8,NC1=NC2(CCCC2)N=C(Nc2ccc(F)cc2)N1
1,CSc1nnc2c(n1)OC(c1ccccc1O)Nc1ccccc1-2 (stereo unspecified)
2,CCOC(=O)C(C)(C)Sc1ncnc2c1c(-c1ccccc1)cn2-c1cccc(F)c1
2,Cc1cc(NS(=O)(=O)c2ccccc2)c(C)c(Cl)c1O
-14,CC(NC(=O)Cc1cccs1)C(c1cccs1)N1CCN(c2ccccc2F)CC1 (stereo unspecified)
-5,CCCC(=O)Nc1cc(C)c(NC(=O)c2ccccn2)cn1
-4,CCCCCOC(=O)c1ccc(N2C(=O)C3C4C=CC(C4)C3C2=O)cc1 (stereo unspecified)
-13,C=CCc1ccc(OCc2ccc(C(=O)OC)o2)c(OC)c1
-1,CCOC(=O)c1[nH]c2ccc(C)cc2c1N=CN(CC)CC
-5,Cc1ccc(C)c(Cn2c(CCNC(=O)c3ccccc3)nc3ccccc32)c1
7&-2,Cn1c(=O)c2c(nc(NCCc3ccccc3)n2Cc2ccccc2)n(C)c1=O
2,Cc1ccc(C=Nc2ccc(C)cc2)cc1
-15,O=C(Nc1cccc(C(F)(F)F)c1)c1ccc2nsnc2c1
11,COc1cccc(COc2ccc(C(F)(F)F)cc2[N+](=O)[O-])c1
0,c1ccc2c(c1)OCC(c1nnc3n1-c1ccccc1SC3)O2 (stereo unspecified)
-5,O=C(N1CCOCC1)N1CCOCC1
-214,CCN1CCN(c2cc(Nc3ccc4c(c3)OCO4)c3c4c(onc24)-c2ccccc2C3=O)CC1
4&-11,O=C(CSc1nnc(COc2ccccc2)n1-c1ccccc1)c1cccs1
0,CC(C)CSc1nnc2[nH]c(=O)cc(N)n12
2,Cn1cc(C(=O)NCC2COc3ccccc3O2)c2c3ccccc3n(C)c2c1=O (stereo unspecified)
-18,COCC(=O)/C=C1\Sc2ccccc2N1C
3,O=[N+]([O-])c1cc(-c2nnc(Nc3ccc(O)cc3)c3ccccc23)ccc1N1CCOCC1
-7,C=CCc1cc(C(=O)N2CCCC2)ccc1O
-4,CCc1nnc(NS(=O)(=O)c2ccc(NC(=O)c3ccccc3[N+](=O)[O-])cc2)s1
-9,CCOc1ccccc1C1NC(=S)NC(C)=C1C(=O)OCCSCC (stereo unspecified)
-5,OC(CNc1nc2ccccc2s1)c1ccccc1 (stereo unspecified)
8,CCCCn1c(-c2ccc(S(=O)(=O)N3CCOCC3)cc2)csc1=Nc1ccccc1
0,CC(C)(C)NC(=O)CN(Cc1cccnc1)C(=O)c1csnn1
3,O=C(CSc1nc(-c2cccs2)cc(C(F)(F)F)n1)NCC1CCCO1 (stereo unspecified)
-5,Cc1cc(C)nc(N2CCCC(C(=O)NCCc3cccc(F)c3)C2)n1 (stereo unspecified)
-72,CCCn1c(=N)c(C(=O)NCc2ccc3c(c2)OCO3)cc2c(=O)n3cccc(C)c3nc21
10,COc1ccc(C(C(=O)NC2CCCC2)N2CCN(C(=O)c3ccco3)CC2)cc1 (stereo unspecified)
-8,Cn1c(COc2ccccc2)nn(C2c3ccccc3Oc3ccccc32)c1=S
-34,N#CCOc1ccc2cc(-c3nc4ccccc4s3)c(=O)oc2c1
4,Cc1ccccc1Nc1c(-c2ccccc2O)nc2ccc(Cl)cn12
-6,c1csc(-c2nnc(N3CCOCC3)c3ccccc23)c1
-14,O=C(NCc1ccc2c(c1)OCO2)C(=O)Nc1ccccc1F

Continuation:
14-3-3g Raf,mol
-2,COc1cc(C2NC(=S)NC(C)=C2C(=O)Nc2ccc(F)cc2)cc(OC)c1OC (stereo unspecified)
-5,CC(C)CCNC(=O)C1CCN(S(=O)(=O)c2cnc[nH]2)CC1
-2,CCCS(=O)(=O)c1c(S(=O)(=O)CCC)c2ccccn2c1C(=O)c1ccc(OC)cc1
-5,Cc1ccc(C(=O)Nc2cc3c(ccc4ccccc43)oc2=O)cc1C
-5,Cc1ccc(NC(=O)CSc2nc3ccccc3c(=O)n2-c2ccc3c(c2)OCO3)cc1
3,Cc1ccc(SC(C)C(=O)Nc2ncn[nH]2)cc1 (stereo unspecified)
-7,CCCCN1C(=O)C2CCC(=O)CC2C1=O (stereo unspecified)
-7,CC/C(O)=C1\C(=O)CC(c2ccccc2)CC1=NCCC(=O)O (stereo unspecified)
-50,Brc1cccc(C=CC=Nc2cccc(-c3nc4ccccc4o3)c2)c1
-12,CCCCOc1ccc(C(=O)Nc2c3c(nn2-c2cccc(Cl)c2)CSC3)cc1
-2,CC(=O)OCCN1C(=O)c2cccc([N+](=O)[O-])c2C1=O
-8,N#Cc1c(C(F)(F)F)cc(-c2cccs2)nc1SCC(=O)c1ccccc1
-12,CC(C)(C)n1nnnc1CN1CCC(NC(=O)NC2CCCCC2)CC1
-3,CCc1nn(CCCC(=O)N2CCc3ccccc3C2)c(=O)c2cc3occc3n12
-13,O=C1CC(=O)N(CCc2ccccc2)C(=O)N1CCc1ccccc1
-8,Cc1ccc(C(=O)Nc2nc3c(s2)CCCC3)o1
6,O=C(O)c1cc(-c2cccnc2)nc2ccc(Br)cc12
2,CC(=O)C1C(c2cccc([N+](=O)[O-])c2)c2c(noc2C)CC1(C)O (stereo unspecified)
-4,Cc1c(C(=O)N2CCOCC2)[nH]c2c1C(=O)CC(c1ccc(Cl)cc1)C2 (stereo unspecified)
-1,Cn1ncc(N=Cc2c(O)ccc3ccccc23)c1C(=O)N1CCOCC1
1,CC1=C(C(=O)Nc2cc(C)ccn2)C(c2ccc(Cl)cc2)C2=C(CC(C)(C)CC2=O)N1 (stereo unspecified)
-1,COc1cccc(-c2cc(C(F)(F)F)nc(NCc3ccco3)n2)c1
-6,C=CCOc1ccc(CN(C)CC(=O)N(CC(C)C)c2c(N)n(CC(C)C)c(=O)[nH]c2=O)cc1
-6,Cc1ccc(C)c2[nH]c(=O)c(CN(Cc3nnnn3C3CCCCC3)CC3CCCO3)cc12 (stereo unspecified)
2,CCc1ccc(OCC(=O)NCCN(C)C)c(Br)c1
-5,CCOCCCN1CN(Cc2ccccc2)CNC1=S
3,O=C(Cc1cn2ccsc2n1)NCCc1ccc(F)cc1

Entries above that contain two or more sulfur atoms (14):
14-3-3g Raf,mol
-8,CCc1ccccc1NC(=O)c1c(NC(=O)c2cccs2)sc2c1CCCC2
-32,COc1ccccc1NC(=O)CSc1oc(-c2ccc(F)cc2)nc1S(=O)(=O)c1ccccc1
-3,O=C(NC1CCCC1)C(c1ccncc1)N(Cc1cccs1)C(=O)c1csnn1 (stereo unspecified)
-2,CC1CCc2c(sc3nc[nH]c(=S)c23)C1 (stereo unspecified)
2,Cc1cc(C)cc(NC(=O)CSc2nc3c(c(=O)n2-c2ccc(Cl)cc2)SCC3)c1
-6,CCOc1ccc(OCC)c(NC(=O)CN(C)S(=O)(=O)c2cccc3nsnc23)c1
-14,CC(NC(=O)Cc1cccs1)C(c1cccs1)N1CCN(c2ccccc2F)CC1 (stereo unspecified)
4&-11,O=C(CSc1nnc(COc2ccccc2)n1-c1ccccc1)c1cccs1
-4,CCc1nnc(NS(=O)(=O)c2ccc(NC(=O)c3ccccc3[N+](=O)[O-])cc2)s1
-9,CCOc1ccccc1C1NC(=S)NC(C)=C1C(=O)OCCSCC (stereo unspecified)
8,CCCCn1c(-c2ccc(S(=O)(=O)N3CCOCC3)cc2)csc1=Nc1ccccc1
3,O=C(CSc1nc(-c2cccs2)cc(C(F)(F)F)n1)NCC1CCCO1 (stereo unspecified)
-2,CCCS(=O)(=O)c1c(S(=O)(=O)CCC)c2ccccn2c1C(=O)c1ccc(OC)cc1
-8,N#Cc1c(C(F)(F)F)cc(-c2cccs2)nc1SCC(=O)c1ccccc1
